Assay outcomes from PubChem BioAssay.
PI4K2A block: blocks human PI4K2A kinase activity | Q9BTU6 | purified PI4K2A, ADP-Glo luminescence, 1 h; hits give low values | activity change, negative = inhibition, % at 76.9 µM | 0.13% of 420,000 active; in the data active = activity change below about -50%; inconclusive = mostly about -30% to -49%;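 note: -100% = wells without enzyme as full effect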
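Compounds are screened against recombinant PI4K2A using PI as substrate and ATP, the latter dispensed at 300 microM. Reactions run one hour at ambient temperature before ADP-Glo detection; full inhibition defined by wells lacking enzyme.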
HP1b chromo inh: inhibitors of HP1-beta chromodomain binding to methylated histone tails | P83916 | AlphaScreen HP1-beta / biotin-H3K9me3 peptide binding | Potency, µM (top dose mostly 114 µM), for inactives: at the highest dose activity change, negative = inhibition, most hits filed as inhibitors | 0.56% of 390,000 active; note: potency is the fitted concentration of half-maximal effect; nearly all actives have a fitted effect of over 70% in size; inactives centre near 23
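Compound inhibition of the preformed complex between 50 nM HP1-beta and 50 nM biotinylated H3K9me3 peptide was read by AlphaScreen. Buffer was PBS pH 7.4 with 0.01% Tween-20. Incubations ran 30 min at room temperature, with 10 ug/mL donor/acceptor beads.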
GLS inh: glutaminase GLS (human) inhibition; O94925; GLS enzymatic activity, qHTS titration; Potency, µM (top dose mostly 45.5 µM), for inactives: at the highest dose activity change, negative = inhibition, most hits filed as inhibitors; 0.21% of 410,000 active; AID 624170; note: potency is the fitted concentration of half-maximal effect; % is set by controls: 0 for no effect and ±100 for the full control effect
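Assay buffer: 45 mM KH2PO4 pH 8.2, 0.02% Tween-20. hKGA acts on L-glutamine (1 mM solution added); product glutamate is reported by an oxidase/peroxidase Amplex Red coupling, with fluorescence taken at baseline and 30 min.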
JMJD2A Tudor inh: JMJD2A Tudor domain (human) inhibition; 4.4% of 390,000 active; Potency, µM (titrated, usually from 114 µM), for the others: top-dose activity change, negative = inhibition, hits mostly inhibitors; AID 504339; AlphaScreen JMJD2A-Tudor / H3K4me3 peptide binding; O75164; note: potency is the fitted concentration of half-maximal effect; % is set by controls: 0 for no effect and ±100 for the full control effect; nearly all actives have a fitted effect of over 50% in size
Pin1 inhibitor: human Pin1 inhibition; Q13526; Pin1 FP peptide displacement, HiFluor488, 10 min; Potency, µM (doses to about 115 µM), for inactives: at the highest dose activity, negative = inhibition, actives largely listed as inhibitors; 0.009% of 390,000 active; AID 504891; active = well fitted inhibition curve with a large enough effect in the polarisation, with a control signal flat, not every such curve was filed as active; inconclusive = small, poorly fitted or top-dose-only effect, or effect the other way, or a change in a side signal; inactive = no such curve, though single readings can be large or run the other way; the % refers to the polarisation; note: potency is the fitted concentration of half-maximal effect; % is set by controls: 0 for no effect and ±100 for the full control effect
Target sequence (Q13526 whole entry, looked up): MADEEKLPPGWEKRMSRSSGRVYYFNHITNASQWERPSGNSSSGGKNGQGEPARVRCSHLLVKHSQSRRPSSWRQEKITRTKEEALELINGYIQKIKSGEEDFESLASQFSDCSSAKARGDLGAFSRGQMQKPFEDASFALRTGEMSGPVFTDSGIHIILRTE
G9a block: inhibitors of human histone lysine methyltransferase G9a | Q96KQ7 | G9a H3K9 monomethylation, AlphaScreen, 2 h | Potency, µM (top dose mostly 102 µM), for the others: at the highest dose activity, negative = inhibition, most hits filed as inhibitors | 8.8% of 350,000 active | AID 504332; note: potency is the fitted concentration of half-maximal effect; % is set by controls: 0 for no effect and ±100 for the full control effect; nearly all actives have a fitted effect of over 75% in size
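Quantitative HTS format: methyltransferase activity on a biotin-tagged H3K9 peptide is measured by AlphaScreen, using a rabbit anti-monomethyl-H3K9 antibody with streptavidin donor and anti-IgG acceptor beads. Final levels are 20 nM enzyme, 500 nM peptide, 20 uM SAM; 2 h RT.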
BAZ2B inh: inhibitors of human BAZ2B bromodomain; Q9UIF8; AlphaScreen BAZ2B-H3K14Ac peptide displacement; Potency, µM (series often up to 114 µM), for the others: at the top dose activity change, negative = inhibition, usual class: inhibitors; 4.4% of 360,000 active; note: potency is the fitted concentration of half-maximal effect; % is set by controls: 0 for no effect and ±100 for the full control effect; nearly all actives have a fitted effect of over 60% in size
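Complex of BAZ2B and biotin-H3K14Ac (50 nM apiece) forms over 30 min at RT, then faces library compounds up to 110 uM for another 30 min; AlphaScreen beads added, 20 min dark incubation, luminescence read.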
Pol eta inh: inhibitors of human DNA polymerase eta. Q9Y253. recombinant Pol eta, fluorescent DNA replication assay. Potency, µM (doses to about 114 µM), inactives show at the top dose activity change, negative = inhibition, most hits filed as inhibitors. 1.2% of 390,000 active. AID 588591; note: potency is the fitted concentration of half-maximal effect; % is set by controls: 0 for no effect and ±100 for the full control effect
Target sequence (Q9Y253 whole entry, looked up): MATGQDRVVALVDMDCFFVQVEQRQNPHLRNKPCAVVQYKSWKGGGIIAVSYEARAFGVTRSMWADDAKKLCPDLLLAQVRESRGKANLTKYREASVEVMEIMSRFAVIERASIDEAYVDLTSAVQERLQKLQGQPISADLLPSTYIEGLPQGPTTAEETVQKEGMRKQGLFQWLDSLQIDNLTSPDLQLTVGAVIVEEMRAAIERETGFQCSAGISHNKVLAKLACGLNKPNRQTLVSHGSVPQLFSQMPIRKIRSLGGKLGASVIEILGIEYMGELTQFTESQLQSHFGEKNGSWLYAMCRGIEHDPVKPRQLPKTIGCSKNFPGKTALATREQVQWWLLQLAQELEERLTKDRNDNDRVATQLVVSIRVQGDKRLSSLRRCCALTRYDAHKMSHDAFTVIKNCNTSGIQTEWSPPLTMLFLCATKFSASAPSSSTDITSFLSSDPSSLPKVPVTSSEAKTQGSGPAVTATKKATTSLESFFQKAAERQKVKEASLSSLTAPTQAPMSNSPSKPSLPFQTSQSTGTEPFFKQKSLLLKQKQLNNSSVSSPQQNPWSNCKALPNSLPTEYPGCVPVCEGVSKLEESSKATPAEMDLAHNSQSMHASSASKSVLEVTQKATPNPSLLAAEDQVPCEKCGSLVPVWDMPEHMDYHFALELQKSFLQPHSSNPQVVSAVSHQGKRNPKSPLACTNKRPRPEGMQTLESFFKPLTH
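Pol eta at 10 nM preincubated with compounds 15 min at room temperature; reaction started with fluorescent substrate (50 nM final) and read kinetically at 0 and 10 min.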
PGK inhibitor: inhibitors of T. brucei phosphoglycerate kinase; PGK/GAPDH coupled, Kinase-Glo luminescence, 60 min; Potency, µM (highest dose often 57.5 µM), inactives show top-dose activity change, negative = inhibition, most hits filed as inhibitors; 0.043% of 380,000 active; note: potency is the fitted concentration of half-maximal effect; % is set by controls: 0 for no effect and ±100 for the full control effect; nearly all actives have a fitted effect of over 60% in size
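Recombinant glycosomal PGK reaction used 1,3-bisphosphoglycerate generated in-well by GAPDH (100nM final) in 100mM TEA pH 7.6, 5mM MgCl2, 0.01% Tween-20. After 60 minutes at room temperature, ATP was read by Kinase-Glo Plus luminescence end-point.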
* marks the source's active call; other numbers are inactive results; i = inactive; ? = inconclusive; . = no result given; & = joins results of further samples; [ ] = remark or other dose. Unless noted, calls come from the whole dose curve; as a rule, active = well fitted curve in the direction sought with a large enough effect; inconclusive = small, poorly fitted or top-dose-only effect, or another doubt; inactive = no such curve, though single readings can be large; an effect the other way counts as inactive or inconclusive.

SMILES | PI4K2A block | HP1b chromo inh | GLS inh | JMJD2A Tudor inh | Pin1 inhibitor | G9a block | BAZ2B inh | Pol eta inh | PGK inhibitor
O=S(=O)(NCCS(=O)(=O)N1CCN(c2ccccc2)CC1)c1ccc(Cl)cc1 | 3 | 23%[57 µM] | -3% | -11% | -4% | -10%[59 µM] | -11% | 20% | -1%
COc1nc(Oc2ccc(=O)n(-c3ccccc3)n2)nc(N(C)C)n1 | 0 | 50%[activator] | 6% | -7% | ? | ? | 4% | -20% | -7%
O=C(CN1CC(=O)Nc2ccccc21)NCCc1ccc(Cl)cc1Cl | 6 | 49%[activator] | 0% | -7% | -5% | ? | -11% | -12% | 2%
Cc1ccc(N2CCN(CC(O)COc3ccccc3)CC2)cc1 (stereo not given) | 3 | 14% | 21% | -25% | -1% | -19% | ? | -8% | 13%
NC(Cc1ccc2nsnc2c1)C(=O)O (stereo not given) | -1 | -9% | 3% | 2.2µM* | 2% | . | . | -4% | -1%
COCC(=O)Nc1nc2ccc(C)cc2s1 | -11 | 18% | 1% | 4% | -1% | -4%[12.7 µM] | 6% | -5% | 0%
Cc1cc2cc(CCNC(=O)CCCc3ccccc3)c(=O)[nH]c2cc1C | 0 | 26% | -2% | -3% | 9% | 18%[59 µM] | -13% | -1% | -2%
CCn1c(O)c(N=NC(=O)C(O)c2ccccc2)c2ccccc21 (stereo not given) | -10 | 25% | 0% | -19% | -12% | -28% | ? | -13% | -7%
Cc1ccc(S(=O)(=O)NC(=O)c2cccn2C)cc1 | -3 | 0% | 3% | -21% | 9% | . | 2% | 0% | 0%
Cc1ccc(C(=O)N2CCCC(C(F)(F)F)C2)cc1S(=O)(=O)N1CCCCC1 (stereo not given) | -5 | 8% | 2% | -9% | -12% | 1% | 2% | -6% | i
O=C(Cn1ccc([N+](=O)[O-])n1)Nc1nc2ccccc2s1 | -2 | 29% | 14% | -12% | 0% | 30%[59 µM] | -10% | 2% | 2%
Oc1ccc(/C=N/n2c(-c3ccccc3)n[nH]c2=S)cc1 | -5 | 42%[activator] | 16µM* | 20µM* | -3% | -1%[0.501 µM] | -3% | -25% | -3%
CCOC(=O)C1CCCN(C(=O)c2cc(S(=O)(=O)N3CCCCC3)ccc2C)C1 (stereo not given) | 1 | 19% | -15% | 10% | -3% | . | 2% | -18% | i
CCN(CC)S(=O)(=O)c1ccc(OC)c(NC(=S)Nc2ccc(C)c(C)c2)c1 | 0 | -9% | 12% | -30% | 17% | 23%[59 µM] | ? | ? | -8%
CC(CCc1ccccc1)NS(=O)(=O)c1ccccc1F (stereo not given) | 8 | 18% | 18% | 3% | -5% | 1% | 18% | -10% | -2%
CC(C)(C)c1ccc(C(=O)N2CCCC(c3nc4c(nnn4Cc4cccc(F)c4)c(=O)[nH]3)C2)cc1 (stereo not given) | 1 | 3% | 4% | -28% | 8% | -10%[59 µM] | ? | -5% | -8%
Cc1sc(NC(=O)c2ccc(OCC(C)C)cc2)c(C(N)=O)c1-c1ccc(Cl)cc1Cl | 2 | 23% | 3% | -20% | 1% | 4%[12.7 µM] | 0%[57.1 µM] | -19% | -9%
CCc1nc2ccccc2n1CC(=O)N(C(C)CC)C1CCS(=O)(=O)C1 (stereo not given) | -3 | 39% | -1% | 5% | -3% | -17%[59 µM] | 12% | -13% | 4%
Cc1nc2ccccc2c(=O)n1CCc1ccccc1 | 8 | 19% | 0% | -9% | 0% | ? | 17% | -7% | i
O=C(COc1ncnc2sccc12)Nc1ccc(F)cc1F | 0 | 20% | -2% | -16% | 12% | 4% | -12% | -2% | 6%
Fc1ccc(N2CCN(c3ncnc4nc[nH]c34)CC2)cc1 | -4 | 60%[activator] | 18% | -20% | -4% | -17%[59 µM] | ? | -7% | -7%
CC1=NN(c2ccc(Cl)c(C(=O)O)c2)C(=O)/C1=C/c1ccc(-c2ccccc2[N+](=O)[O-])o1 | -59* | ? | 36%[activator] | ? | ? | 32µM* | ? | 20µM* | -11%
CN(C)CCNC(=O)c1csc(Nc2cccc3ccccc23)n1 | 4 | 28% | 11% | -36% | -3% | . | ? | -15% | 8%
Cc1ccc(O)c(CNc2cccc3cccnc23)c1 | 4 | ? | -29% | ? | 1% | . | 32µM* | -10% | -7%
C[N+]12CCCCC1C(COC(=O)c1ccc3c(c1)OCO3)CCC2 (stereo not given) | 2 | ? | 4% | 20µM* | 2% | ? | ? | 0% | -6%[11.5 µM]

The results go on.
SMILES | PI4K2A block | HP1b chromo inh | GLS inh | JMJD2A Tudor inh | Pin1 inhibitor | G9a block | BAZ2B inh | Pol eta inh | PGK inhibitor
CC(=O)c1ccc(S(=O)(=O)N2CCN(CC#N)CC2)cc1 | 3 | 24% | 13% | -14% | -15% | ? | 1% | 3% | -1%
O=C(COC(=O)c1ccncc1)Nc1cc(Cl)ccc1Cl | 4 | 13% | 2% | -3% | 5% | -3%[59 µM] | 8% | 3% | -6%
CCc1cc2c(cc3c(=O)n(CCCC(=O)NCc4ccccc4Cl)nc(CC)n32)s1 | 2 | 24% | -1% | -5% | 43%[activator] | -20%[59 µM] | 0% | -16% | -3%
CC(C)(C)c1ccc(-c2nc(SCCOc3ccc(Cl)cc3)n3[nH]c(=O)cc3n2)cc1 | -9 | 44% | ? | ? | ? | 18%[59 µM] | 50µM* | 50µM* | i
CCOC(=O)c1c(NCC(C)C)c2ccccc2[nH]c1=O | -1 | 27% | -6% | 5% | -2% | -32%[59 µM] | 0% | -9% | -11%
CCCC(O)(c1ccc(OC)cc1)C(CN(C)C)c1ccccc1 (stereo not given) | 3 | 8% | 6% | -25% | -7% | ? | 6% | -12% | -6%
CCC(C)c1ccc(NC(=S)NCc2ccccc2OC)cc1 (stereo not given) | -1 | 19% | 3% | -14%[57.1 µM] | 10% | . | -44% | -27% | -1%
COc1cccc(/C=C2/Sc3ccc(C(=O)NCCN4CCCC4)cc3NC2=O)c1 | -2 | 32% | 4% | -2% | 5% | ? | ? | -19% | 7%
Cc1sc2ncnc(N3CCC(C(=O)NNC(=O)COc4ccc(Cl)cc4)CC3)c2c1C | -5 | 23% | 1% | -16% | 24% | . | . | -6% | -7%
COc1nc(C)ccc1-c1noc(-c2ccccn2)n1 | -7 | 11% | -5% | -25% | -11% | -23%[12.7 µM] | -2% | 5% | -2%
O=C(O)CCN1C(=O)/C(=C\c2cccc(OCc3ccccc3)c2)SC1=S | 1 | -15% | -6% | -34% | ? | ? | -38% | -6% | -6%
Cn1ncn2c(=O)c3c(nc12)-c1ccccc1CC31CCCC1 | 4 | 87%[activator] | 2% | 41%[activator] | -9% | -2% | 8% | -22% | i
S=C(NCc1ccco1)Nc1ccc(N2CCOCC2)cc1 | -2 | -14% | 20% | -24%[57.1 µM] | ? | ? | -6% | -3% | -6%
Cc1ccc(C(=O)NC2CCC(C)CC2)o1 (stereo not given) | 1 | 2% | 6% | -14% | -15% | -19% | 5% | 11% | -4%
O=C(c1ccccc1)C(O)c1ccccc1 (stereo not given) | -2&-1 | 20% | 2%&-3% | -10% | 1% | -6%[0.501 µM] | -5% | -12% | 5%

Reformatted with the structure last: entries from further up.
PI4K2A block	HP1b chromo inh	GLS inh	JMJD2A Tudor inh	Pin1 inhibitor	G9a block	BAZ2B inh	Pol eta inh	PGK inhibitor	Molecule
-1	-9%	3%	2.2µM*	2%	.	.	-4%	-1%	NC(Cc1ccc2nsnc2c1)C(=O)O (stereo not given)
2	23%	3%	-20%	1%	4%[12.7 µM]	0%[57.1 µM]	-19%	-9%	Cc1sc(NC(=O)c2ccc(OCC(C)C)cc2)c(C(N)=O)c1-c1ccc(Cl)cc1Cl

Profiles as entered above:
Entry for `Cc1ccc(C(=O)NC2CCC(C)CC2)o1` (stereo not given) = PI4K2A block = 1; HP1b chromo inh = 2%; GLS inh = 6%; JMJD2A Tudor inh = -14%; Pin1 inhibitor = -15%; G9a block = -19%; BAZ2B inh = 5%; Pol eta inh = 11%; PGK inhibitor = -4%
Entry for `O=C(COC(=O)c1ccncc1)Nc1cc(Cl)ccc1Cl` = PI4K2A block = 4; HP1b chromo inh = 13%; GLS inh = 2%; JMJD2A Tudor inh = -3%; Pin1 inhibitor = 5%; G9a block = -3%[59 µM]; BAZ2B inh = 8%; Pol eta inh = 3%; PGK inhibitor = -6%
Entry for `COc1nc(C)ccc1-c1noc(-c2ccccn2)n1` = PI4K2A block = -7; HP1b chromo inh = 11%; GLS inh = -5%; JMJD2A Tudor inh = -25%; Pin1 inhibitor = -11%; G9a block = -23%[12.7 µM]; BAZ2B inh = -2%; Pol eta inh = 5%; PGK inhibitor = -2%

Only part of the results is shown; the hit share may differ from the screen's.
